# RBX1-CUL1 inh = blocks human RBX1-Cullin-1 di-ubiquitin formation. P62877+Q13616. AID 1347404. hit rate 0.6% among 140,000. inhibition, % at 10 µM. in vitro K48 di-Ub FRET, acceptor:donor ratio, 45 min; in the data active means inhibition above about 25%
# Target sequence (P62877 whole entry, looked up): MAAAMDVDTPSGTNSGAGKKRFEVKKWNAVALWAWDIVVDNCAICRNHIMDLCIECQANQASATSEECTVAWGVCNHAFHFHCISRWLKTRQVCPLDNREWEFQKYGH
# Target sequence (Q13616 whole entry, looked up): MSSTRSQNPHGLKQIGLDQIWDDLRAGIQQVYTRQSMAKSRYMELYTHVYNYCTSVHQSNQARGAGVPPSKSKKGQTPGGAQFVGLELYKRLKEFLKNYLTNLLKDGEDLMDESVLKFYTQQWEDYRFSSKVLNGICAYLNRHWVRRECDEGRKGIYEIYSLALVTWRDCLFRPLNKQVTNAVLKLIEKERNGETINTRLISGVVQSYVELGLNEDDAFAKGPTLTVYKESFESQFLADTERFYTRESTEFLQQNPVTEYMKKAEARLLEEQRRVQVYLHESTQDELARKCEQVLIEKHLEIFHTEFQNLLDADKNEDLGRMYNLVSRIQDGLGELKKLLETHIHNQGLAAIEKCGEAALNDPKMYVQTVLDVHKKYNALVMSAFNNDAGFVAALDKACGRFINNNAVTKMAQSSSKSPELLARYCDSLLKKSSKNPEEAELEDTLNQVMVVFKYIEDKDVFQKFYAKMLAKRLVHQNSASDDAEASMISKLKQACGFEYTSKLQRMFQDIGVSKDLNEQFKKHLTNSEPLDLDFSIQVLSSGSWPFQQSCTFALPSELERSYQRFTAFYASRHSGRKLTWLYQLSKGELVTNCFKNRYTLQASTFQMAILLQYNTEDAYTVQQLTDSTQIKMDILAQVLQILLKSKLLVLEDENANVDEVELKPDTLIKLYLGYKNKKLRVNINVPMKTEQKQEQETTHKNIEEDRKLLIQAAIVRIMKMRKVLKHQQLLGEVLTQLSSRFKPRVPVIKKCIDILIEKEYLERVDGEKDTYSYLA
# * hit, by the source's call; & = joins results of further samples. Some of the compounds tested; rates above refer to the full screens.
RBX1-CUL1 inh,molecule
5,CCC(C)C(=O)NCC1Cc2cc(C)cc(-c3cc(C(C)=O)ccc3F)c2O1 (stereo not given)
8,O=S(=O)(Nc1ccc(Br)cc1F)c1ccccc1F
6,Cc1noc2nc(N(C)C)nc(Cl)c12
-11,CCCC(=O)NC(=S)NC1C2CC3CC(C2)CC1C3 (stereo not given)
1,COc1cccc(N2CCN(S(=O)(=O)c3cc(-c4cc(C)no4)ccc3C)CC2)c1
-4,COc1ccc(-c2nc3ccccc3o2)cc1NC(=O)c1ccc(OCC(C)C)cc1
-1,Cc1ccc(OCC(=O)OCC(=O)c2ccc(Br)cc2)cc1C
6,O=C(CN1C(=O)CCSc2ccccc21)Nc1ccccc1F
-16,CC(C)c1ccccc1NC(=O)COc1cc(Cl)ccc1Cl
7,CCOc1ccc(Cl)cc1/C=C1\SC(=N)NC1=O
-8,O=C(O)C1C2CCC(C2)C1C(=O)Nc1ccc2c(c1)CCC2 (stereo not given)
-6,Cc1ccc2cccc(NC(=O)COc3ccccc3Cl)c2n1
4,CC(C)(C)c1[nH]nc2c1C(c1ccc(F)c(F)c1)C(C#N)C(=N)O2 (stereo not given)
-3,CCn1c(SCc2ccccc2Cl)nc(=O)c2c(C(=O)OC)cc(C3CC3)nc21
0,COc1cc(SC#N)ccc1NC(=O)c1ccccc1I
10,CCN1CCN(C(=O)c2ccc(N3CCC(N(C)CCOc4ccc(C)cc4)CC3)cc2)CC1
-4,Nc1ncc2ncn([C@@H]3O[C@H](CO)[C@@H](O)[C@@H]3O)c2n1
11,C=CCC1(O)c2ccccc2C(=O)c2c(O)ccc(O)c21 (stereo not given)
-3,CC(=O)Nc1ccc(N2C(=O)CC(NCCc3ccccn3)C2=O)cc1 (stereo not given)
-5,O=c1[nH]c(-c2ccccc2)nc(-c2ccccc2)c1Cl
4,CCCCc1sc(C2C3=C(CC(C)(C)CC3=O)OC(=N)C2C#N)cc1[N+](=O)[O-] (stereo not given)
0,Cc1ccc(-c2cc(C(F)(F)F)n3nc(C(=O)Nc4ccc(Cl)c(C(F)(F)F)c4)cc3n2)cc1
-14,O=C(O)CC1(O)c2ccccc2C(=O)N1Cc1ccco1 (stereo not given)
0,CN(C)CCn1c(COc2ccccc2)nc2ccccc21
1,CCCCC(=O)OC1=C(C(=O)c2ccccc2)N(C)S(=O)(=O)c2ccccc21
-8,CN(C)S(=O)(=O)c1c(Cl)cccc1Cl
7,CCC1(COC(=O)Nc2ccc(Cl)cc2)COC1
-4,COc1cccc(NC(=O)c2sc3ccccc3c2Cl)c1OC
-8,Cc1cccc(C(=O)Nc2ccc3nc(SCC(=O)N4CCCC4)sc3c2)c1
-10,N=C1CC(=O)N=C(SCC(=O)Nc2ccc(F)cc2)N1c1ccccc1Cl

# Some of these compounds in order of their number in RBX1-CUL1 inh, ascending:
SMILES | RBX1-CUL1 inh
O=C(O)CC1(O)c2ccccc2C(=O)N1Cc1ccco1 (stereo not given) | -14
N=C1CC(=O)N=C(SCC(=O)Nc2ccc(F)cc2)N1c1ccccc1Cl | -10
COc1cccc(NC(=O)c2sc3ccccc3c2Cl)c1OC | -4
CN(C)CCn1c(COc2ccccc2)nc2ccccc21 | 0
CCCCC(=O)OC1=C(C(=O)c2ccccc2)N(C)S(=O)(=O)c2ccccc21 | 1
CCC1(COC(=O)Nc2ccc(Cl)cc2)COC1 | 7
CCN1CCN(C(=O)c2ccc(N3CCC(N(C)CCOc4ccc(C)cc4)CC3)cc2)CC1 | 10

# Following part
RBX1-CUL1 inh,molecule
0,C(=N\Nc1nnc2c(n1)[nH]c1ccccc12)/c1ccco1
-10,Cc1ccc(Cl)cc1N1CCN(C(=O)CCCn2c(=O)[nH]c3ccc(Br)cc3c2=O)CC1
10,COc1cccc(N2CCN(S(=O)(=O)c3ccc(C)cc3)CC2)c1
-4,CN(c1ccccc1)c1ncncc1Br
7,Nc1nc(CN2c3cccc4cccc(c34)S2(=O)=O)nc(N2CCCCC2)n1
3,COc1ccc(-c2cnnc(NCC(C)Oc3cccnc3)n2)c(OC)c1 (stereo not given)
-6,Cc1ccc(NC(=O)Cc2coc3ccc(C(C)C)cc23)c(C)c1
6,O=C(N1CCOC(Cc2ccccc2)C1)C12CC3CC(CC(C3)C1)C2 (stereo not given)
2,CCCN1C(=O)[C@@H]2[C@H](C1=O)[C@H](C(C)=O)N1c3ccccc3C=C[C@@H]21
-7,N#CC1C(=N)Oc2n[nH]c(-c3ccncc3)c2C1c1ccc(O)cc1 (stereo not given)
-9,CCc1ccc(NCc2cc3cc4c(cc3n(CC(=O)Nc3ccccc3Cl)c2=O)OCO4)cc1
1,O=c1[nH]c(=S)ccn1-c1nc(-c2ccccc2)sc1-c1ccccc1
4,CC1C(=NC(=O)c2ccc(Oc3ccccc3)cc2)C(=O)N(c2ccccc2)N1C (stereo not given)
0,CCOC(=O)c1ccc(NS(=O)(=O)c2cc(Cl)c(C)cc2OC)cc1
7,Nc1nnc2n1CC(O)CS2 (stereo not given)
-1,CC(=O)Nc1c(Br)cccc1[N+](=O)[O-]
2,CCOc1cc(C2Nc3c(ccc4ccccc34)C3=C2C(=O)CC(C)(C)C3)ccc1O (stereo not given)
10,COCCN(Cc1cccnc1)C(Cc1ccccc1)C1CCN(Cc2ccc(F)c(OC)c2)CC1 (stereo not given)
3,COc1ccccc1N1CCN(CCCNC(=O)c2cnn(-c3ccccc3)c2C2CCN(C(=O)OC(C)(C)C)CC2)CC1
10,O=C1CCC(C(=O)N2CCCO2)CN1CCc1ccccn1 (stereo not given)
-11,Cc1ccccc1Nc1c(-c2c(F)cccc2Cl)nc2ccc(Br)cn12
4,Cc1c(CCOC(=O)c2ccccc2)sc[n+]1CC(=O)c1ccc(Br)cc1
-6,C=CCNC(=O)c1cccc(NS(C)(=O)=O)c1
3,O=C1C(=O)C(c2ccc(Br)cc2)Oc2c1ccccc2=O (stereo not given)
-6,COc1cccc(C(=O)N(Cc2ccc(N(C)C)cc2)Cc2ccco2)c1
6,CC(=O)Nc1nc(Cl)cn(-c2ccc(C)cc2)c1=O
-7,COc1ccc(C2N3C(=Nc4sc5ccccc5[n+]42)Sc2ccccc23)cc1 (stereo not given)
-5,Cc1ccc2nc(-c3ccc(NC(=O)Cc4ccccc4)cc3)sc2c1
-3,COc1cccc(N(CC(=O)N2CCN(c3cc(Cl)ccc3C)CC2)S(C)(=O)=O)c1
-6,Cc1ccc(Cc2nc3ccccc3nc2SCC(=O)NCc2ccc(F)cc2)cc1
14,CCO[C@H]1[C@H](NC(=O)c2cccnc2)c2ccccc2C12CCN(C(=O)c1ccccc1)CC2
1,CC(Oc1ccc(C#N)cc1)C(=O)NN (stereo not given)
-1,COc1ccccc1N1CCN(CCCCN2C(=O)CC(=C(c3ccccc3)c3ccccc3)C2=O)CC1
-2,COc1ccc(-c2cn3nc(N4CCC(C(=O)Nc5ccc(Cl)cc5C)CC4)sc3n2)cc1
7,Cc1ncoc1C(=O)N1CCCC1C(=O)Nc1cccc(-c2ccc(F)cc2)c1 (stereo not given)
-1,C=CC(C)(C)S(=O)(=O)c1ccc(C)cc1
-2,CCOc1ccccc1NC(=O)Cn1c(=O)n(Cc2nc(C)no2)c(=O)c2ccccc21
2,COC(=O)c1ccc(-c2nc(-c3ccc(Cl)cc3)no2)cc1
-11,CCOc1ccc(C(=O)N/N=C(\c2ccccc2)c2ccccn2)cc1
6,CSc1nc(O)c(Cc2cc(C(C)=O)ccc2OC(C)C)c(=O)[nH]1
2,CCOC(=O)c1cc(N=CC2C(=O)N(CCc3ccccc3)C(=O)C(C#N)=C2C)ccc1Cl (stereo not given)
3,COc1ccc(CCNc2ncnc3sc4c(c23)CCC4)cc1OC
-8,COCCn1c(CCC(=O)Nc2cc(C)ccc2C)nc2cccnc21
1,Cc1cc(C)c(S(=O)(=O)N2C(C)CCCC2C)c(C)c1 (stereo not given)
1,O=C(Nc1cccc(NC(=O)c2ccc(-c3cc(Cl)ccc3Cl)o2)c1)c1ccccc1
3,O=C(COc1cnn(-c2ccccc2)c(=O)c1Cl)c1ccccc1
9,COc1ccc2c(c1)CCCN2Cn1nc(-c2ccccc2)n(C)c1=S
-4,Cc1ccc(NC(=O)c2sc3nc4c(cc3c2N)CCCCC4)c(C)c1
1,O=C(NCC(c1ccc2c(c1)OCO2)N1CCN(c2ccccc2)CC1)C(=O)Nc1cccc(F)c1 (stereo not given)
0,C=CCn1c(-c2ccncc2)nn(CN2CCN(C(c3ccccc3)c3ccccc3)CC2)c1=S
8,COc1ccccc1C1CC(=O)NC(C)=C1C(=O)OC1CCCC1 (stereo not given)
9,O=C(Cn1c(=O)nc(-c2ccccc2F)c2cc(Cl)ccc21)N1CCN(c2ccccc2F)CC1
9,CCOc1ccc(-c2cc(OC(=O)c3ccc(OC)cc3)c3c(C)oc(C)c3c(=O)c2)cc1
6,CN(Cc1c(C(=O)N2CCCCCCC2)nc2sccn12)C1CCOC1 (stereo not given)
11,CCCCN(CCCC)C1=C(C(=O)c2ccccc2)N(CC)S(=O)(=O)c2ccccc21
4,CCN(Cc1ccccc1)C(=O)C(CC(C)C)NS(=O)(=O)c1ccc2c(c1)CCN2C(C)=O (stereo not given)
-13,O=C(COc1ccc(Cl)cc1)NCC(c1ccco1)S(=O)(=O)c1ccc(Cl)cc1 (stereo not given)
-5,COc1cc(Cl)ccc1N1C(=O)c2ccccc2C1=O
4,COc1ccc(C(=O)C(Cn2cncn2)C(Sc2ccccc2)c2ccccc2)cc1 (stereo not given)
3,CCS(=O)(=O)N1CCc2cc(C(=O)Nc3ccc(OC)cc3OC)ccc21

# Sorted by SMILES length (lowest first): part of the list above.
RBX1-CUL1 inh,molecule
8,COc1ccccc1C1CC(=O)NC(C)=C1C(=O)OC1CCCC1 (stereo not given)
3,O=C(COc1cnn(-c2ccccc2)c(=O)c1Cl)c1ccccc1
4,COc1ccc(C(=O)C(Cn2cncn2)C(Sc2ccccc2)c2ccccc2)cc1 (stereo not given)
-13,O=C(COc1ccc(Cl)cc1)NCC(c1ccco1)S(=O)(=O)c1ccc(Cl)cc1 (stereo not given)
0,C=CCn1c(-c2ccncc2)nn(CN2CCN(C(c3ccccc3)c3ccccc3)CC2)c1=S
9,O=C(Cn1c(=O)nc(-c2ccccc2F)c2cc(Cl)ccc21)N1CCN(c2ccccc2F)CC1
1,O=C(NCC(c1ccc2c(c1)OCO2)N1CCN(c2ccccc2)CC1)C(=O)Nc1cccc(F)c1 (stereo not given)

# Further records
RBX1-CUL1 inh,molecule
-2,O=C1c2cc(S(=O)(=O)NCc3ccco3)ccc2-c2ccc(S(=O)(=O)NCc3ccco3)cc21
4,COCCCNC(=O)c1cccnc1
-2,c1cnc(N2CCC(C3CCN(Cc4ccco4)C3)CC2)nc1 (stereo not given)
-9,Cc1ccc(C)c(NC(=O)c2ccc3c(c2)CCCN3S(C)(=O)=O)c1
-8&7,Cc1c(Cl)cccc1NC(=O)c1cc2nc(-c3ccc4c(c3)OCO4)cc(C(F)(F)F)n2n1
-7,Cc1ccc(-c2cc(C(=O)N3CCCCCC3)no2)cc1
-4,O=c1ccoc2c(Cl)cccc12
4,COc1ccc(S(=O)(=O)N(CC(=O)Nc2ccc3c(c2)OCO3)c2ccc(Cl)cc2)cc1
5,CCc1noc(C)c1C(=O)Nc1cccc(F)c1
9,CC(C)(C)c1ccc(C(=O)c2cc[nH]c2)cc1
-6,CSC(=Nc1ccc(N=C(SC)SC)c(C)c1)SC
0,O=C(CCn1ccc2cc(S(=O)(=O)N3CCCC3)ccc21)NCc1cccc(Br)c1
8,Cc1nc(N2CCC(C(=O)NCc3cccc(F)c3F)CC2)nc2cc(S(C)(=O)=O)ccc12
-6,CNC(=O)c1ccc(C2CCCN2C(=O)c2cc(OC)nc(OC)n2)s1 (stereo not given)
-3,O=C(Cc1ccc(Cl)c(Cl)c1)Nc1ccc(Cl)cc1Cl
8,CCNS(=O)(=O)c1cccc(C(=O)O)c1
-4,Cc1cc(C)cc(NC(=O)c2cn3c4c(ccc(Cl)c4c2=O)OC(C)C3)c1 (stereo not given)
-6,O=C(OCC(F)(F)F)c1cccc(COc2cccc3ccccc23)c1
8,COc1cccc(Nc2ncnc(N)n2)c1
5,O=C(Cn1nnc(-c2cccc(C(F)(F)F)c2)n1)NCc1ccc(F)cc1
5,CCOc1ccc(C(=O)Nc2ccc(S(=O)(=O)Nc3cc(OC)nc(OC)n3)cc2)cc1
-7,COCCC(=O)N(C)CC1CCCN(CCc2ccc(Cl)cc2)C1 (stereo not given)
5,O=C(NNC(=O)C1CCCCC1C(=O)O)c1ccc2c(c1)OCO2 (stereo not given)
-1,CCC(C)Sc1nc2c([nH]c3ccccc32)c(=O)n1C (stereo not given)
0,COc1cccc(-c2nc3ccc(C(=O)NCC4CCOCC4)cc3o2)c1
-1,O=C(C1CCN(S(=O)(=O)c2ccc(Br)s2)CC1)N1CCN(c2cccc(C(F)(F)F)c2)CC1
1,Cc1cc(C)n(S(=O)(=O)/C=C/c2ccccc2)n1
-8,Cc1cc(=O)oc2cc(OC(=O)c3ccc(OC(C)C)cc3)ccc12
-5,CCCCN1C(=O)C(C=Nc2cc(Cl)c(Cl)cc2Cl)C(=O)N(CCc2ccccc2)C1=O (stereo not given)
-3,CC(C)c1nc2ccccc2c(=O)n1NC(=O)C(C)c1ccccc1 (stereo not given)
-13,Cc1cc(=O)n2c3ccccc3nc2n1C
-4,O=C(Nc1ccc(C(=O)OCc2cc(=O)n3c4c(sc3n2)CCCC4)cc1)c1ccccc1
2,CN1CCN(c2ccncc2S(N)(=O)=O)CC1
11,Cc1c(CNC(=O)C2CC2c2ccc(C(C)(C)C)cc2)cnn1C (stereo not given)
-1,COc1ccccc1/C=C1/SC(=Nc2cccc(C)c2)NC1=O
-9,Cc1cc(S(=O)(=O)Nc2cccc(C(=O)O)c2)c(C)c(S(=O)(=O)c2ccccc2)c1
3,Cc1cccc(NC(=O)Cc2ccccc2Cl)n1
4,CO[C@H]1[C@H](NC(=O)CSC)c2ccccc2C12CCN(Cc1ccc3cccc(F)c3n1)CC2
-4,Cn1c(=O)c([N+](=O)[O-])c(N2CCOCC2)c2ccccc21
-5,Cc1cccc(NC(=O)c2sc3nc4c(cc3c2N)CN(C(C)C)CC4)c1
-1,O=c1c(S(=O)(=O)c2ccc(Cl)cc2)cn(Cc2ccc(F)cc2)c2ccc(F)cc12
